M4 antag: antagonists of human muscarinic M4 receptor (CHRM4); P08173; CHO-hM4 cells, ACh EC80, Fluo-8 calcium fluorescence; inhibition, % at 3 µM; hit rate 0.73% among 360,000; AID 624125;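 active means inhibition above its plate's cutoff, the mean inhibition of sample wells plus 3 SD, cut at about 27% in these data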;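 further: 0% = acetylcholine EC80 with DMSO and 100% = DMSO without agonist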
CHO-K1 Ca antag: counter-screen for M1 antagonists: effect in parental CHO-K1 cells. hit rate 0.6% among 360,000. inhibition, % at 3 µM. ATP-induced calcium, Fluo-8 fluorescence. AID 602250;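 active means inhibition above a per-plate cutoff, the plate's mean sample inhibition plus 3 SD, cut at about 24% in these data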;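 further: 0% = DMSO plus EC80 ATP and 100% = DMSO alone without ATP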
CHRM4 agonist: CHRM4 agonism in calcium assay; hit rate 0.14% among 360,000; P08173; CHO-K1 hM4/Gqi5, Fluo-8 calcium fluorescence; vehicle 0%, full acetylcholine response 100%; activation, % at 3 µM;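 active means activation above the run mean over all test wells plus 3 SD, cut at about 32% in these data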;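 further: peak over basal fluorescence ratio per well then scaled between controls; 0% = DMSO wells and 100% = acetylcholine at EC100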
CHRM1 agonist: activates human CHRM1 receptor; P11229; CHO-K1 hM1, Fluo-8 calcium fluorescence, agonist mode; 0% DMSO, 100% acetylcholine EC100; activation, % at 3 µM; hit rate 0.33% among 360,000; AID 588814;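 active means activation above the run's mean compound activation plus 3 SD, cut at about 16% in these data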;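 further: peak over basal fluorescence ratio within a 140 s kinetic read after compound addition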
Target sequence (P11229 whole entry, looked up): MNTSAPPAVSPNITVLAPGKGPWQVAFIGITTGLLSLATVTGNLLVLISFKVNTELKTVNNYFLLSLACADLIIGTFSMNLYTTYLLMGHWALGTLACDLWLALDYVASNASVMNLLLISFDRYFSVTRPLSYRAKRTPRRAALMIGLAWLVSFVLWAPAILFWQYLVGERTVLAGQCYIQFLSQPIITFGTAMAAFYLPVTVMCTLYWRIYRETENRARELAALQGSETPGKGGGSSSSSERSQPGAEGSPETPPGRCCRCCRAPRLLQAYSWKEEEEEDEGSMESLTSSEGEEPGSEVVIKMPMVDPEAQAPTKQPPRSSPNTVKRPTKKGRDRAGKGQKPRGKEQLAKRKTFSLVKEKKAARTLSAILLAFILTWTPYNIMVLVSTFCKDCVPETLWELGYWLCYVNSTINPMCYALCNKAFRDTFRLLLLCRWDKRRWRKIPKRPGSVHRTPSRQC
OXTR potentiator: potentiators of human oxytocin receptor. P30559. CHO-OTR cells, Fluo-8 calcium fluorescence, potentiator mode; 0% = oxytocin EC15, 100% = EC100. activation, % at 3 µM. hit rate 0.061% among 320,000. AID 2445;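 active means activation above that plate's cutoff, the mean activation of tested compounds plus 3 SD, cut at about 6.6% in these data, passing the limit was not always enough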;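 further: 100% uses oxytocin at 75 nM as the full agonist control; some results filed as inactive read as strong as hits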
Target sequence (P30559 whole entry, looked up): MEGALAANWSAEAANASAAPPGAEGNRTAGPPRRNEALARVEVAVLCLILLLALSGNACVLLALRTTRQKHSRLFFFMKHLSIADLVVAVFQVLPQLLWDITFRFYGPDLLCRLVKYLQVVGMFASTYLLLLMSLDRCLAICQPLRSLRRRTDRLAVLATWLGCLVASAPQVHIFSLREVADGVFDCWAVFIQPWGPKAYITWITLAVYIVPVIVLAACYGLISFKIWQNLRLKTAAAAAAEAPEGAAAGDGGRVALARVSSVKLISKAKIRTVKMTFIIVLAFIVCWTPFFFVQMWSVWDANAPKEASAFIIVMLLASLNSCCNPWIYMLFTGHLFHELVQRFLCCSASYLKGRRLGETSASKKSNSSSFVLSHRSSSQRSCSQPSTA
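Material: CHO-OTR cells, human receptor; compound dosing: single dose, 3.0 µM nominal final compound concentration; schedule: 6 min compound pre-incubation at room temperature, 100 s kinetic read; measured by: kinetic Fluo-8 calcium fluorescence; read-out basis: % activation vs EC15 and EC100 oxytocin; controls: EC15 oxytocin alone as 0%, 75 nM oxytocin as 100%; replicates: singlicate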
M1 PAM: positive allosteric modulators of human M1 muscarinic receptor | P11229 | CHO-K1 hM1, Fluo-8 calcium fluorescence, ACh EC20; 0% = ACh EC20, 100% = maximal ACh | activation, % at 3 µM | hit rate 0.088% among 360,000; in the data active means activation above about 19%, passing the limit was not always enough
CHO parental Ca: counter-screen: ATP calcium response change in parental CHO cells | hit rate 0.63% among 330,000 | parental CHO-K1, ATP-induced calcium, Fluo-8 fluorescence | inhibition, % at 5.6 µM | AID 463079;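 active means inhibition above that plate's mean sample inhibition plus 3 SD, cut at about 26% in these data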;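 further: 0% = ATP-challenged DMSO wells and 100% = DMSO wells without ATP; some compounds past the cut are filed as inactive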
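Assay system: parental CHO cells; Read-out basis: percent inhibition of ATP-evoked calcium rise, normalized to controls; Benchmarks: ATP and no-ATP DMSO wells; Compound dosing: single nominal dose of 5.6 µM per compound; Signal: Fluo-8 calcium dye fluorescence; Also added: ATP as calcium-mobilizing challenge; Repeats: singlicate.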
CHRM1 antagonist: antagonists of human M1 muscarinic receptor; P11229; CHO-K1 hM1, Fluo-8 calcium fluorescence, ACh EC80 antagonist; inhibition, % at 3 µM; hit rate 1.3% among 360,000; AID 588852;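 active means percent inhibition above its own plate's cutoff, namely the mean of that plate's compound wells plus 3 SD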;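 further: peak over basal fluorescence ratio during 140 s after agonist addition; 0% = ACh EC80 plus DMSO and 100% = DMSO alone without agonist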
CHO-K1 Ca ag: counter-screen for M1 agonists: effect in parental CHO-K1 cells; activation, % at 3 µM; Fluo-8 calcium fluorescence; scaled to maximal ATP response, vehicle zero; hit rate 0.48% among 360,000; in the data active means activation above about 15%;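 further: untransfected CHO-K1 host cells lacking M1 receptor as counterscreen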
The depositor's hits bear a star; · = not tested or not shown. Hits appear at their usual frequency; any-hit rate near 2.9%.

SMILES | M4 antag | CHO-K1 Ca antag | CHRM4 agonist | CHRM1 agonist | OXTR potentiator | M1 PAM | CHO parental Ca | CHRM1 antagonist | CHO-K1 Ca ag
C=CCn1c(=NC(=O)C2COc3ccccc3O2)sc2cccc(OC)c21 (stereo unspecified) | -4 | -13 | 0 | -1 | -17 | 17 | -20 | -13 | 0.2
O=C(NCC(c1ccco1)N1CCCCC1)c1cccs1 (stereo unspecified) | -14 | -2 | 0 | -8 | -5 | -4 | -12 | -2 | 1.2
CCc1cccc(NC(=O)C2CCCC2)c1 | 4 | 1 | 0 | 0 | -17 | 2 | -15 | 3 | 3.1
COc1cc(OC)cc(C(=O)Nc2ccc(C(=O)Nc3ccccc3OC)cc2)c1 | 12 | -11 | 9 | -4 | -7 | -9 | -12 | 7 | 3.6
Cc1nc(CSc2nnc3scc(-c4ccccc4)n23)cs1 | 11 | 17 | -1 | -2 | -3 | 0 | 2 | 7 | 0.0
COc1ccc(NC(=O)N(C)C[C@H]2Oc3c(NC(=O)C4CC4)cccc3C(=O)N([C@H](C)CO)C[C@@H]2C)cc1 | -9 | -13 | 1 | 1 | 2 | 9 | -4 | -14 | 0.4
COc1ccc(/C=C2\CCCC3C2=NN(C(=O)c2scnc2C)C3c2ccc(OC)cc2)cc1 (stereo unspecified) | -12 | -13 | -1 | -5 | 3 | 3 | -22 | -2 | 1.1
CCOc1ccc(NC(=O)Nc2cccc(C)n2)cc1 | 1 | -6 | 0 | -1 | -18 | 10 | 4 | -2 | 0.1
CC(=O)Nc1cccc(OCCCNS(=O)(=O)c2ccc(F)cc2)c1 | -4 | -12 | 4 | 0 | -3 | 1 | -10 | -3 | 6.5
Cc1ccc(-n2c(CSc3nc(C)cc(C)n3)n[nH]c2=S)cc1 | -3 | -9 | 0 | -3 | -13 | 2 | -9 | -6 | -0.5
O=C(NCCCn1ccnc1)C(=O)NCC1OCCCN1S(=O)(=O)c1ccccc1 (stereo unspecified) | -8 | 2 | 0 | -3 | -3 | 3 | -11 | -2 | -0.4
CCOc1ccc(C(=O)NC(Cc2ccccc2)C(=O)OC)cc1 (stereo unspecified) | -8 | 10 | 1 | -2 | -13 | -5 | 7 | -3 | 0.2
CCNS(=O)(=O)c1cc(S(C)(=O)=O)ccc1Cl | -8 | -6 | 1 | -4 | -8 | 2 | 4 | 7 | 0.6
CN(C)c1ccc(Cl)cc1N | -2 | -10 | 1 | -2 | -12 | 4 | -7 | 3 | -0.1
CC(C)(C)[C@@H]1C=C(C(=O)N2CCOCC2)O[C@H](OCc2ccc(CO)cc2)C1 | -1 | -19 | 2 | 0 | 4 | 8 | -2 | -5 | 0.3
Cc1c(Cl)cccc1NC(=O)Nc1cc(C(C)(C)C)on1 | 0 | -10 | 3 | -6 | -20 | -10 | -8 | 16 | 0.5
CCc1ccc(NC(=O)CSc2nc(=O)n(CCCN3CCOCC3)c3c2CCC3)cc1 | -7 | -14 | 1 | -8 | -3 | 2 | -18 | -10 | 0.3
CCSc1nnc(N)s1 | 10 | -4 | 1 | -6 | -1 | 3 | -9 | -4 | 0.2
CN1CCN(/C=N/c2sc3c(c2C#N)CCCCC3)CC1 | -12 | -9 | 3 | -4 | -18 | 4 | -17 | -7 | 0.3
Cc1cc(N2CCCC(C(=O)Nc3ccc4c(c3)CCC4)C2)n2ncnc2n1 (stereo unspecified) | 0 | 12 | 1 | -9 | -9 | -5 | -17 | 12 | 0.4
CCN(CC)CCNc1nc2c(c(=O)n(C)c(=O)n2C)n1C/C=C(/C)Cl | 1 | -4 | -1 | -7 | -1 | -10 | -6 | -13 | -0.6
Cn1c(-c2ccc(Cl)nc2)nc2ccccc21 | -3 | 3 | 1 | -4 | -10 | -2 | -7 | 2 | -0.1
CC(C)(C)NC(=O)NC(=O)CN1CCN(S(=O)(=O)c2ccccc2)CC1 | 4 | -8 | 2 | 1 | -18 | 16 | -25 | -18 | 3.2
Cc1ccc(OCC(=O)NNC(=O)CCC(=O)NCc2ccccc2)cc1 | -5 | -6 | 0 | -6 | -3 | 5 | -11 | -15 | -0.3
CCOc1ccc(Cl)cc1CNCCCSc1nc(C)cc(C)n1 | 13 | 1 | 5 | -8 | -8 | 9 | -5 | -22 | 2.3
COc1ccccc1C1/C(=C(/O)c2ccc(C)cc2)C(=O)C(=O)N1Cc1ccco1 (stereo unspecified) | -20 | -8 | -1 | -1 | -4 | 3 | -5 | -5 | -0.3
CCc1sc(C(=O)NCCc2ccc(S(N)(=O)=O)cc2)cc1C | -4 | -1 | 1 | -1 | -6 | 9 | -4 | -7 | 1.3
COc1ccc(N)cc1-n1cnnn1 | -4 | -14 | 1 | -2 | -8 | 6 | 0 | -4 | 0.3
CSc1nc(SCC(=O)NC(c2ccccc2)c2ccccc2)c2c3c(sc2n1)CN(C)CC3 | 8 | -6 | 0 | -7 | -4 | -4 | -7 | -7 | 0.6
COc1cc2c(cc1OC)C1(CCCCC1)CN(C)C2 | -7 | -6 | 1 | -6 | -5 | -13 | -17 | 22 | 0.6
CCOc1ccc(-c2c(C(=O)N/N=C/c3ccc(C)o3)nnn2-c2nonc2N)cc1 | 4 | -8 | 9 | -2 | -19 | -11 | 0 | 7 | 2.8
CC(=O)Nc1ccc(NC(=O)C(=O)c2cn(CC(=O)N3CCCCC3)c3ccccc23)cc1 | -10 | -11 | 9 | -2 | -6 | 3 | -18 | 1 | 2.9
C=CCN1CC(c2nc3ccccc3n2Cc2ccccc2)CC1=O (stereo unspecified) | 2 | -2 | 1 | -6 | 4 | 9 | -17 | -9 | 0.2
N#C/C(=C/c1ccco1)C(N)=S | -7 | -10 | 1 | 0 | -2 | 1 | -8 | -8 | 0.1
COc1ccccc1N(CC(=O)N1CCc2ccccc2C1)S(C)(=O)=O | 1 | -3 | -1 | -9 | -4 | -3 | -17 | 9 | 0.9
C=CCOc1ccc(/C=C2/C(=O)ON=C2C)cc1OC | -3 | -17 | 0 | -3 | -16 | 12 | -14 | -20 | 2.3
CCC(CO)Oc1cc(NCc2cccc(O)c2)c2ncn(C(C)C)c2c1 (stereo unspecified) | -2 | -14 | 2 | -4 | -2 | 3 | -10 | 0 | 0.0
Nc1c(NC(=O)CC[n+]2ccccc2)cccc1[N+](=O)[O-] | 4 | -11 | 1 | -11 | -5 | -4 | -3 | -6 | 0.2
CCOC(=O)c1c(NC(=O)COc2ccccc2F)sc2c1CC(C)(C)NC2(C)C | 4 | 5 | 20 | -4 | -14 | 1 | -8 | 5 | 6.0
O=C1CCC(C(=O)N2CCC(CO)CC2)CN1Cc1ccc(Cl)cc1 (stereo unspecified) | -6 | -12 | 1 | -2 | 3 | 4 | 1 | -7 | 0.9
COc1ccc(-c2csc(Nc3ccccn3)n2)cc1OC | -11 | 2 | 5 | -3 | -8 | 1 | -7 | -10 | 1.4
CCOC(=O)[C@H]1[C@H]2COc3ccc(Cl)cc3[C@@H]2N2C(=O)CN(Cc3ccco3)C(=O)[C@@]12C | 6 | -9 | 4 | 4 | 0 | 19 | -18 | -13 | -0.1
C=CCn1c(N2CCN(c3ccc(OC)cc3)CC2)nc2c1c(=O)[nH]c(=O)n2C | -26 | -7 | 3 | -4 | -5 | 1 | -9 | -3 | 1.9
Cc1ccc(C)c(NS(=O)(=O)c2ccccc2C)c1 | -3 | -8 | -1 | -4 | · | 2 | · | -3 | -0.6
Cc1cc(C(=O)COC(=O)CC2Sc3ccccc3NC2=O)c(C)n1-c1ccc2c(c1)OCO2 (stereo unspecified) | 0 | 18 | 2 | -12 | -4 | 1 | -11 | -4 | 0.2

Just CHRM1 agonist and CHRM1 antagonist (two entries from above):
molecule,CHRM1 agonist,CHRM1 antagonist
CCOC(=O)[C@H]1[C@H]2COc3ccc(Cl)cc3[C@@H]2N2C(=O)CN(Cc3ccco3)C(=O)[C@@]12C,4,-13
C=CCn1c(N2CCN(c3ccc(OC)cc3)CC2)nc2c1c(=O)[nH]c(=O)n2C,-4,-3

(further entries)
SMILES | M4 antag | CHO-K1 Ca antag | CHRM4 agonist | CHRM1 agonist | OXTR potentiator | M1 PAM | CHO parental Ca | CHRM1 antagonist | CHO-K1 Ca ag
O=C(NCC1CCCO1)c1c(O)c2ccccc2[nH]c1=O (stereo unspecified) | 5 | -9 | 0 | -2 | -10 | 6 | -1 | -39 | 0.3
CCOc1ccc(S(=O)(=O)NC(C)C(=O)NCc2ccc3c(c2)OCO3)cc1 (stereo unspecified) | -3 | -20 | 1 | -6 | -12 | 8 | -7 | -10 | 0.8
Cc1ccc2[nH]c(=O)c(CN(CCN3CCOCC3)C(=O)Nc3ccccc3F)cc2c1 | 2 | 1 | 1 | 3 | · | 12 | · | -15 | 0.6
CCc1nc(SCC(=O)Nc2ccccc2C(=O)OC)n[nH]1 | -10 | -14 | 1 | -3 | -11 | 4 | -16 | -7 | 0.2
Fc1ccccc1NC(=S)N/N=C/c1ccccc1Br | 0 | -12 | -2 | -3 | -4 | 7 | -22 | 0 | -0.3
O=C(NN1CC(C(=O)OCc2ccccc2F)CC1=O)c1ccccc1 (stereo unspecified) | -9 | -1 | 3 | 8 | -3 | 19 | 1 | -5 | 0.5
COc1cc(Cl)c(C)cc1NC(=O)COC(=O)/C=C/c1c(C)nn(C2CCS(=O)(=O)C2)c1Cl (stereo unspecified) | -6 | -7 | 0 | -3 | -12 | 7 | -12 | -11 | 2.8
CCCc1n[nH]c(=O)[nH]1 | -7 | -5 | 0 | -4 | -3 | -1 | 7 | -7 | 0.4
COCc1cc(C)nc(SCc2ccc(F)cc2)c1C#N | -3 | -5 | -2 | -7 | -1 | -2 | -21 | -4 | 0.6
COc1ccc2c(=O)cc(C(=O)O)oc2c1 | 0 | 3 | 3 | -6 | -17 | -2 | -10 | 2 | 0.6
CC1=CC(C)(C)NC(=S)N1c1ccc(C)cc1 | -3 | -15 | 1 | -6 | -9 | 5 | -1 | -6 | 1.6
Cc1ccc(S(=O)(=O)N2C[C@@H]3CCCC[C@@H]3[C@@H](C)[C@H]2c2cn(Cc3ccccc3)c3ccc(F)cc23)cc1 | -20 | -10 | 1 | 1 | · | 2 | 3 | -6 | 0.4
CCOC(=O)c1nnn(-c2nonc2OC)c1-c1ccccc1 | 12 | 23 | 7 | -2 | -7 | -10 | -8 | 3 | 2.1
NC(=O)c1ccsc1NC(=O)COC(=O)c1ccc([N+](=O)[O-])o1 | 1 | -6 | 11 | -1 | -6 | 6 | -24 | -4 | 6.2
O=C(Oc1ccc2c(c1)O/C(=C\c1ccncc1)C2=O)c1ccccc1 | 5 | -3 | 2 | 1 | -4 | 12 | -6 | 0 | 0.8
c1ccc(CCc2nn3c(-c4ccncc4)nnc3s2)cc1 | -11 | -29 | 4 | -4 | -4 | 3 | -10 | -6 | 1.6
CCN(C(=O)c1cc2c(=O)n3ccccc3nc2n1CCCOC)C1CCCCC1 | -5 | -14 | 10 | -2 | -8 | 8 | -25 | -9 | 2.1
